TAG inh = triacylglycerol accumulation inhibition; H9c2 cells, Nile Red lipid (TAG) fluorescence; cells loaded with 200 µM oleic acid; inhibition, % at 12.5 µM; actives 0.66% (n = 230,000); AID 651582;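 active = pattern-corrected inhibition of lipid staining of at least 50% with the nuclear-stain viability signal not falling by more than 50%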;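 note: 0% = DMSO wells and 100% = triacsin C control wells; some results filed as inactive read as strong as hits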
TAG inh DAPI viability = recorded beside TAG inh, whose call it bears; DAPI nuclei signal change (viability), lower = more cytotoxic, %;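 whole-well DAPI fluorescence read on a plate reader as a viability signal; minus 50 percent equals half of cells still viable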
Starred values were filed as active, the others as inactive; & = joins results of further samples.

SMILES | TAG inh | TAG inh DAPI viability
COc1ccccc1/C=C/C=N/NC(=O)CN1CCN(Cc2ccccc2)CC1 | 1 | 7
CCN(C(=O)COC(=O)c1ccccc1O)c1nc2ccccc2s1 | -6 | 0
N/C(COc1ncn(-c2ccccc2)n1)=N\S(=O)(=O)c1ccccc1 | -6 | -3
CC1(C)CC(CCNC(=O)CCl)(c2ccccc2)CCO1 (stereo unspecified) | 8 | -3
COc1ccc(-c2csc(NC(=S)NC(=O)/C=C/c3ccc(C(C)C)cc3)n2)cc1OC | -16 | 8
Cn1c(CNC(=O)OC(C)(C)C)nnc1SCC(=O)N1CCOCC1 | -7 | 4
Nc1c(Br)cc(Br)cc1CNC1CCC(O)CC1 (stereo unspecified) | 3&3 | 0&-8
O=C(NCc1ccco1)C(c1ccco1)N(Cc1cccs1)C(=O)Cn1nnc2ccccc21 (stereo unspecified) | 5 | 5
Cc1ccc(S(=O)(=O)NC(c2ccccc2)C(C)C(=O)n2nc(C)cc2C)cc1 (stereo unspecified) | -1 | -14
Cn1c(=O)c([N+](=O)[O-])c(NCCCn2ccnc2)c2ccccc21 | -1 | 6
CC1CCc2sc(C(=O)N/N=C/c3ccc(O)cc3)cc2C1 (stereo unspecified) | 1 | 7
CCC(C)N1C(=O)CCC1C(=O)NCc1ccc2c(c1)OCO2 (stereo unspecified) | -13 | 3
CCOc1ccc(C(=O)Nc2ccc3c(c2)OCO3)cc1OCC | 7 | -11
Cc1cc(C)c(NC(=O)COC(=O)C2CCCO2)c(C)c1 (stereo unspecified) | -1 | 2
C=CCn1c(COc2cccc3ccc(C)nc23)nnc1SCC(N)=O | -20 | 2
CC1C=CCC2C(=O)N(c3ccccc3OC(=O)c3ccco3)C(=O)C12 (stereo unspecified) | 3 | 1
Cc1cccc(NC(=O)c2cccc(Cn3cc(Br)c([N+](=O)[O-])n3)c2)c1C | -1 | -9
CCOC(=O)CSc1nc(NC#N)nc(N(CC)CC)n1 | 9 | 0
COc1ccc(/C=N/NC(=O)c2cccnc2)cc1O | -1 | -2
COc1ccc2cc3cc(C(=O)Nc4ccc5c(c4)OCO5)oc3nc2c1 | 25 | 9
Cc1cc(C)nc(NS(=O)(=O)c2ccc(NC(=O)c3ccc4c(c3)OCCO4)cc2)n1 | 10 | -3
O=C(CCCCCn1c(=S)[nH]c2ccc(N3CCOCC3)cc2c1=O)NC1CCN(Cc2ccccc2)CC1 | -11 | 41
CCOC(=O)C1(C)/C(=N/Nc2ccccc2Cl)C(=O)C(=O)N1c1ccccc1 (stereo unspecified) | -9 | -4
O=C(NC1CCCCC1)N1CCCC1 | 5 | 4

Full records from above. Order of values: TAG inh | TAG inh DAPI viability
CC1CCc2sc(C(=O)N/N=C/c3ccc(O)cc3)cc2C1 (stereo unspecified) across the screens: 1 | 7
Cn1c(=O)c([N+](=O)[O-])c(NCCCn2ccnc2)c2ccccc21 across the screens: -1 | 6

Additional results.
SMILES | TAG inh | TAG inh DAPI viability
CCCCC(=O)O[C@]1(C(=O)CO)CC[C@H]2[C@@H]3CCC4=CC(=O)CC[C@]4(C)[C@H]3[C@@H](O)C[C@@]21C | 18 | 16
COCCN1CCN(C(=O)c2ccc3oc(CCc4ccccc4)nc3c2)CC1 | 9 | 0
COCCN(Cc1ccc(OC)cc1)c1c(C)nc2ccc(C(=O)NCCc3c[nH]c4ccccc34)cn12 | 8 | 10
Cc1cc2ncn(CCC(=O)NC(C)(C)C)c2cc1C | 8 | -11
COc1ccc(NC(=O)C2(C)Cc3c(-c4ccc(N(C)C)cc4)ccnc3O2)cn1 (stereo unspecified) | 11 | 2
CC(C)C(=O)NS(=O)(=O)c1ccc(NS(C)(=O)=O)cc1 | -18 | 10
S=C(NCc1ccc2c(c1)OCO2)NCc1ccco1 | 13 | -1
COC(=O)c1c(NS(C)(=O)=O)sc2c1CCCC2 | -10 | 6
COc1ccccc1N(Cc1ccccc1)S(=O)(=O)c1cccc(C(=O)N2CCCCC2)c1 | 17 | -19
CC1(Cc2cccc(C(F)(F)F)c2)C(=O)Nc2ccc(-c3ccc(F)c(Cl)c3)cc21 (stereo unspecified) | 16 | 0
CCC(C)Sc1nc2c(c(=O)n1C)SC(C)C2 (stereo unspecified) | -12 | 0
CC#CC[N+](C)(C)CCCCCCCCCC | -13 | 0
CN=C(c1ccc(C)cc1)n1c(=S)nc(-c2ccc(C)cc2)n(C)c1=S | -9 | 0
COc1ccc(C(=O)NCc2c(CC(C)C)oc(C)c2C(=O)O)cc1 | -8 | 15
CC(C(=O)O)N1C(=O)/C(=C/C=C/c2ccco2)SC1=S (stereo unspecified) | -5 | -3
CC1CCN(S(=O)(=O)c2nnc(NC(=O)COc3ccccc3F)s2)CC1 | 2 | 2
N#Cc1cccc(OCC(=O)NC(=O)NCc2ccccc2)c1 | 8 | -6
Nn1c(SCc2cccc(Cl)c2)nnc1-c1ccncc1 | 3 | 1
CC(=O)c1ccc(C(=O)N(CCN(C)C)c2nc3c(Cl)cccc3s2)cc1 | 4 | 8
O=C(CN(C1CCCCC1)S(=O)(=O)c1ccc(F)cc1)Nc1ccc2c(c1)OCO2 | -26 | -1
CCOc1ccc(CC(=O)C2C(=O)CCCC2=O)cc1OCC | -7 | 7
O=C(CSc1nc(-c2ccc(F)cc2)cs1)N1CCN(C(=O)c2ccco2)CC1 | -6 | 9
COc1cc(CNc2ccc3[nH]c(=O)[nH]c3c2)cc(Cl)c1OCC(=O)NC(C)(C)C | 0 | 7
COc1ccccc1OCCC(=O)OCCN1C(=O)c2ccccc2C1=O | -14 | 0

Reformatted: entries from further up.
Sequence of screens – TAG inh	TAG inh DAPI viability
CC1CCc2sc(C(=O)N/N=C/c3ccc(O)cc3)cc2C1 (stereo unspecified)
→ 1	7
CCC(C)N1C(=O)CCC1C(=O)NCc1ccc2c(c1)OCO2 (stereo unspecified)
→ -13	3
CCOc1ccc(C(=O)Nc2ccc3c(c2)OCO3)cc1OCC
→ 7	-11
Cc1cc(C)c(NC(=O)COC(=O)C2CCCO2)c(C)c1 (stereo unspecified)
→ -1	2
C=CCn1c(COc2cccc3ccc(C)nc23)nnc1SCC(N)=O
→ -20	2
CC1C=CCC2C(=O)N(c3ccccc3OC(=O)c3ccco3)C(=O)C12 (stereo unspecified)
→ 3	1
Cc1cccc(NC(=O)c2cccc(Cn3cc(Br)c([N+](=O)[O-])n3)c2)c1C
→ -1	-9
CCOC(=O)CSc1nc(NC#N)nc(N(CC)CC)n1
→ 9	0
COc1ccc(/C=N/NC(=O)c2cccnc2)cc1O
→ -1	-2
COc1ccc2cc3cc(C(=O)Nc4ccc5c(c4)OCO5)oc3nc2c1
→ 25	9
Cc1cc(C)nc(NS(=O)(=O)c2ccc(NC(=O)c3ccc4c(c3)OCCO4)cc2)n1
→ 10	-3
O=C(CCCCCn1c(=S)[nH]c2ccc(N3CCOCC3)cc2c1=O)NC1CCN(Cc2ccccc2)CC1
→ -11	41
CCOC(=O)C1(C)/C(=N/Nc2ccccc2Cl)C(=O)C(=O)N1c1ccccc1 (stereo unspecified)
→ -9	-4
O=C(NC1CCCCC1)N1CCCC1
→ 5	4
CCCCC(=O)O[C@]1(C(=O)CO)CC[C@H]2[C@@H]3CCC4=CC(=O)CC[C@]4(C)[C@H]3[C@@H](O)C[C@@]21C
→ 18	16
COCCN1CCN(C(=O)c2ccc3oc(CCc4ccccc4)nc3c2)CC1
→ 9	0
COCCN(Cc1ccc(OC)cc1)c1c(C)nc2ccc(C(=O)NCCc3c[nH]c4ccccc34)cn12
→ 8	10
Cc1cc2ncn(CCC(=O)NC(C)(C)C)c2cc1C
→ 8	-11
COc1ccc(NC(=O)C2(C)Cc3c(-c4ccc(N(C)C)cc4)ccnc3O2)cn1 (stereo unspecified)
→ 11	2
CC(C)C(=O)NS(=O)(=O)c1ccc(NS(C)(=O)=O)cc1
→ -18	10
S=C(NCc1ccc2c(c1)OCO2)NCc1ccco1
→ 13	-1
COC(=O)c1c(NS(C)(=O)=O)sc2c1CCCC2
→ -10	6
COc1ccccc1N(Cc1ccccc1)S(=O)(=O)c1cccc(C(=O)N2CCCCC2)c1
→ 17	-19
CC1(Cc2cccc(C(F)(F)F)c2)C(=O)Nc2ccc(-c3ccc(F)c(Cl)c3)cc21 (stereo unspecified)
→ 16	0
CCC(C)Sc1nc2c(c(=O)n1C)SC(C)C2 (stereo unspecified)
→ -12	0
CC#CC[N+](C)(C)CCCCCCCCCC
→ -13	0

Next section
SMILES | TAG inh | TAG inh DAPI viability
C=C(C)C(=O)Nc1cccc(C2=NOC3(C2)C[C@@H](C(N)=O)N(C(=O)C2(C)CC2)C3)c1 (stereo partly specified) | 22 | -9
Cc1ccc(S(=O)(=O)N2CCN(C(=O)C3CCN(C(=O)c4ccccc4C)CC3)CC2)cc1C | 2 | -8
O=c1c(=Nc2ccccc2O)c(=O)c2ccccc12 | -8 | 14
COc1ccc(S(=O)(=O)N(C)C[C@H]2Oc3ccc(NC(=O)Nc4ccc5c(c4)OCO5)cc3CC(=O)N([C@@H](C)CO)C[C@@H]2C)cc1 | -5 | 0
COc1ccc(-c2nnc(SCC(=O)c3cc(C)n(Cc4cccs4)c3C)o2)cc1 | -9 | 3
Cc1cc(Nc2ccc(F)cc2C)n2ncnc2n1 | -7 | 3
CC(C)NC(=O)N(C)C[C@H]1Oc2ccc(NC(=O)Nc3ccc4c(c3)OCO4)cc2C(=O)N([C@H](C)CO)C[C@@H]1C | 16 | -10
COc1cccc(-c2cc(C(=O)N3CCN(Cc4ccc5c(c4)OCO5)CC3)on2)c1 | -16 | 0
Cc1ccc(/C=N\n2c(-c3ccccc3)n[nH]c2=S)s1 | -7 | 11
Cc1cccc(-c2noc(CNC(=O)c3ccoc3C)n2)c1 | 8 | 7
c1cc2c3c(cccc3c1)NC1(CCCCCC1)N2 | 19 | -7
Cc1cc[n+]2n1CC(O)C2 (stereo unspecified) | -3 | -6
O=C(Nc1ncccc1O)c1ccc(Cl)c(S(=O)(=O)N2CCCCCC2)c1 | 4 | 4
CN(Cc1cccc(-n2cccn2)c1)Cc1cn(C)nc1-c1ccccc1F | -3 | -6
COc1ccc(-c2nc(CS(=O)(=O)CC(=O)NCc3cccc(F)c3)c(C)o2)cc1 | 3 | -5
Cc1cc(-c2nn(-c3ccccc3F)cc2CNCCc2cnc[nH]2)c(C)s1 | 21 | -1
COc1ccc(Cc2nnc3n2N=C(c2cc4ccccc4o2)CS3)cc1OC | -18 | 21
CCc1nc2ccc(C(=O)N3CCN(c4ccccc4)CC3)cn2c1N(C)CCCc1ccccc1 | -11 | 9
O=C(C[C@H]1C[C@H](C(=O)N2CCCCC2)[C@@]2(CCc3ccccc3)c3[nH]c4ccc(Cl)cc4c3CCN2C1=O)NCCc1ccccn1 | 42 | -15
O=C(Nc1ccc(Cl)cc1)c1cc(S(=O)(=O)N2CCCCC2)ccc1N1CCOCC1 | -6 | 3
COc1ccc2cc3cc(C(=O)NCCN4CCN(c5ccccc5F)CC4)oc3nc2c1 | 43 | 111
COc1ccc(CCNS(=O)(=O)c2ccc3c(c2)CCCC3)cc1OC | -23 | 3
CCn1nc(CC(=O)Nc2ccc(-n3cnnn3)c(C)c2)c2ccccc2c1=O | -16 | 7
CCC1(c2ccccc2)NC(=O)N(CC(=O)Nc2ccccc2N2CCCC2)C1=O (stereo unspecified) | 13 | 0
O=S(=O)(NCCOc1ccccc1F)c1ccc(Cl)cc1F | 6 | -5
CN(C(=O)COC(=O)c1ccccc1Cc1ccccc1)C1CCS(=O)(=O)C1 (stereo unspecified) | 3 | -7
O=C(CCCCCNc1nc(=S)[nH]c2ccccc12)NCCC1=CCCCC1 | 0 | 13
COc1ccc(/C=C/C(=O)OCC(=O)Nc2ccc3[nH]c(=O)[nH]c3c2)cc1OC | 19 | -1
CCOC(=O)C1=C(COC(=O)c2cc([N+](=O)[O-])ccc2Cl)NC(=O)NC1C (stereo unspecified) | 4 | 3
CS(=O)(=O)c1ccccc1C(=O)N(CCC1=CCCCC1)c1c(N)n(Cc2ccccc2)c(=O)[nH]c1=O | -18 | 6
Nc1ccc(N=Nc2ccc(O)cc2)c(N)n1 | 14 | -1
Cc1ccc(NC(=O)c2ccc(NCCCN3CCC(C)CC3)c([N+](=O)[O-])c2)cc1F | 32 | -19
CC[C@]1(c2ccccc2C)ON(c2ccccc2C(F)(F)F)C1=O | -28 | 4
Oc1cccc2ccc(Nc3ccccn3)nc12 | 152 | -70
CCN(CC)c1nc(C)nc2c1sc(=S)n2C | 2 | -2
C=CCc1cc(/C=C2/NC(=S)NC2=O)cc(OC)c1O | 7 | 0
O=C1NC(SCCCF)=N/C1=C/c1ccc(-n2cncn2)cc1 | -9 | 4
CCOc1ccc(-n2ccnc(SCC(=O)NCCc3ccccc3)c2=O)cc1 | 9 | -2
COc1ccc(OCCNc2c([N+](=O)[O-])c(=O)oc3ccccc23)cc1 | -11 | -4
Cn1c(=O)c2c(O)cc(=O)[nH]c2n(-c2ccccc2)c1=O | -4 | 8
CCOC(=O)C1CCN(C(=O)c2ccc(OCC(=O)N3CCOCC3)c(OC)c2)CC1 | -1 | 9
O=C(NCc1cc(C(F)(F)F)ccc1Cl)c1cccc2c1C(=O)c1ccc(N3CCC(N4CCCCC4)CC3)cc1S2(=O)=O | -64 | 0
O=C(NCc1ccccc1Cl)c1ccc[nH]1 | -7 | 10
CCOC(=O)c1ccc(NC(=O)C(=O)NCc2ccco2)cc1 | 6 | 1
Cc1ccccc1NS(=O)(=O)c1ccc(C(=O)N2CC(C)OC(C)C2)cc1 (stereo unspecified) | -28 | 3

This is a subset. The share of hits here may be higher or lower than overall.
